Gli-Sufu antag = Gli-Sufu pathway antagonists, primary screen, luciferase luminescence, Sufu-KO-LIGHT cells, uHTS. Sufu-KO-LIGHT fibroblasts, Gli luciferase reporter luminescence. inhibition, % at 5 µM. 340,000 tested, 0.74% active. AID 588413, 2011;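 active means inhibition above about 55%, limit read from the data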;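 further: 0% = DMSO-treated cells and 100% = wells with medium but no cells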
APJ antag = antagonists of human apelin receptor APJ, primary screen, CHO-K1 cells, beta-arrestin complementation, luminescence | inhibition, % at 20 µM | 330,000 tested, 0.32% active;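 active means inhibition above about 40% at 20 µM, limit read from the data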;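 further: cells challenged with 10 nM apelin-13 agonist together with compound; plate controls were apelin-13 plus DMSO wells for no effect and DMSO wells lacking apelin-13 for full effect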
Target sequence (P35414 whole entry, looked up): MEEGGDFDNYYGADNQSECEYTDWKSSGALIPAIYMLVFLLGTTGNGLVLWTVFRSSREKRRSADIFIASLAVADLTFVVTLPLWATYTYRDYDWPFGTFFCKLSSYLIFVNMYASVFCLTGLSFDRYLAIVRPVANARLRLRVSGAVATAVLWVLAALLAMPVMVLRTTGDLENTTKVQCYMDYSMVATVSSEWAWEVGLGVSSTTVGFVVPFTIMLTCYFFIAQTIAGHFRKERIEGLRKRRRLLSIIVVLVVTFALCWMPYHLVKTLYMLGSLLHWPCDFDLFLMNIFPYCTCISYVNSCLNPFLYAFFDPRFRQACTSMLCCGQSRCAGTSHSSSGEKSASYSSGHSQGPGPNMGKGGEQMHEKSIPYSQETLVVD
CCR6 antag = CCR6 receptor antagonists, primary screen, cell-based, CHO-K1, luminescence, beta-arrestin, uHTS; C-C chemokine receptor type 6 (Homo sapiens), P51684; CHO-K1 CCR6 PathHunter beta-arrestin, CCL20-stimulated; inhibition, % at 20 µM; 340,000 tested, 0.49% active;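 active means compounds whose inhibition of the agonist-driven luminescence signal at 20 µM reaches about 50%, limit read from the data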;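 further: cells stimulated with CCL20 at 14 nM final; plate controls were DMSO with CCL20 for no effect and DMSO without agonist for full effect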
EBI2 block = EBI2 receptor antagonists, beta-arrestin recruitment, primary screen, cell-based, luminescence, 7a,25-OHC stimulation, uHTS | inhibition, % at 5 µM | G-protein coupled receptor 183 (Homo sapiens), P32249 | 7a,25-OHC stimulated | 360,000 tested, 0.81% active; in the data active means inhibition above about 38%;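 further: enzyme fragment complementation signal reports receptor beta-arrestin coupling in cells; 0% = agonist plus DMSO wells and 100% = wells without agonist; some results beyond the cut were filed as inactive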
UBC13 polyUb = UBC13 polyubiquitin chain formation inhibitors, primary screen, biochemical, TR-FRET, uHTS; Ubiquitin-conjugating enzyme E2 N (Homo sapiens), P61088; inhibition, % at 20 µM; 330,000 tested, 0.47% active; AID 485273, 2010; in the data active means inhibition above about 45%, passing the limit was not always enough
Target sequence (P61088 whole entry, looked up): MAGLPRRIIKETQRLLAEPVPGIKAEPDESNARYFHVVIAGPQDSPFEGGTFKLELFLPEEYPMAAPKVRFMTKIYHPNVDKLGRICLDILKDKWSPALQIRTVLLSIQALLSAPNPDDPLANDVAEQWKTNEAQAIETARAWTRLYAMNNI
CXCR6 inh = CXCR6 receptor inhibitors, primary screen, cell-based, beta-arrestin, luminescence, CHO-K1 PathHunter, 1536-well. 360,000 tested, 0.36% active. C-X-C chemokine receptor type 6 (Homo sapiens), O00574. inhibition, % at 20 µM. AID 602244, 2012; in the data active means inhibition above about 34%, passing the limit was not always enough;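 further: antagonist mode with CXCL16 agonist at 10 nM final; 0% = 10 nM CXCL16 with DMSO and 100% = unstimulated wells without agonist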
Target sequence (O00574 whole entry, looked up): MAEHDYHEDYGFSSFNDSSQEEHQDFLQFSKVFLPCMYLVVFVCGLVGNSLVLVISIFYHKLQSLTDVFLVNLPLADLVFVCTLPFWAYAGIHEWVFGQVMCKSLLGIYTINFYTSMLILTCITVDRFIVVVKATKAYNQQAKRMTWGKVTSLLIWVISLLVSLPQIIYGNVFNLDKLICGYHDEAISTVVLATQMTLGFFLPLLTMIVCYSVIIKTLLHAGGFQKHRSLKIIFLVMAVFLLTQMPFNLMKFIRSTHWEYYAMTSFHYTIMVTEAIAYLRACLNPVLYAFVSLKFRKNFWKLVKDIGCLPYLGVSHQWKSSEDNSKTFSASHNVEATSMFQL
Jurkat NFkB inh = inhibitors of induced NF-kB luciferase reporter, primary screen, TCR NF-kB activation inhibitor project, cell-based, luminescence, uHTS. inhibition, % at 4 µM. Jurkat, PMA/ionomycin-induced NF-kB luciferase reporter. 330,000 tested, 0.53% active. AID 435003, 2010; in the data active means inhibition above about 50%
697 NFkB inh = inhibitors of PMA/ionomycin-induced NF-kB reporter, 697 cells, primary screen, B-cell NF-kB inhibitor project, cell-based, luminescence, uHTS. 697 B-cell NF-kB luciferase reporter, 16 h. inhibition, % at 4 µM. 330,000 tested, 0.33% active. AID 435022, 2010; in the data active means inhibition above about 35%
Numbers without * were called inactive; x = not tested or not shown.

compound	Gli-Sufu antag	APJ antag	CCR6 antag	EBI2 block	UBC13 polyUb	CXCR6 inh	Jurkat NFkB inh	697 NFkB inh
CNC(=O)NC(=O)C(C)OC(=O)CCCSc1nc2ccccc2s1 (centres undefined)	6.4	20.6	5.5	-3.7	0.3	-4.9	13.2	18.6
Cc1ccc(S(=O)(=O)c2nc(-c3cccs3)oc2NCCCN(C)C)cc1	6.1	8.4	9.9	2.0	16.7	10.4	1.3	2.2
CCOc1cccc2sc(N(CCCN(C)C)C(=O)c3ccc(S(=O)(=O)N4CCc5ccccc5C4)cc3)nc12	18.6	-34.9	10.0	2.0	90.8*	5.7	38.3	-63.8
Cc1c(C(C)C)c(=O)n(-c2ccc(S(=O)(=O)N3CCOCC3)cc2)n1C	4.1	-37.8	-1.1	5.8	-0.6	-10.9	3.6	-1.5
O=C(COc1ccc2c3c(c(=O)oc2c1)CCCC3)N1C[C@H]2C[C@@H](C1)c1cccc(=O)n1C2	-8.2	-40.1	-3.2	-1.9	11.4	7.2	-3.8	28.7
O=C(Cc1cccs1)Nc1nnc(-c2ccncc2)s1	-7.8	-51.9	-18.0	-0.5	20.1	-3.8	-4.6	15.9
COc1ccc(-c2c(NC(=O)c3ccco3)oc3ccccc3c2=O)cc1	46.6	22.0	8.2	3.3	-8.9	6.9	-3.6	15.6
CC(C)(C)NC(=O)C(=O)NCc1ccncc1	-13.0	7.7	4.5	-6.7	3.1	3.8	17.2	14.2
CCOC(=O)C(=O)Nc1nccs1	-4.7	4.7	5.0	-13.3	-9.4	0.5	0.6	6.9
CC(=O)Nc1ccc(NS(=O)(=O)c2ccc(CN3C(=O)c4cccnc4C3=O)cc2)cc1	-6.4	7.4	15.8	-14.2	-9.2	2.0	3.4	-0.5
COc1ccc(CCNC(=O)CSCc2n[nH]c(=O)[nH]2)cc1OC	-3.9	11.0	3.8	-3.3	22.2	2.1	4.3	19.1
Cc1cc(C)nc(SCc2nnc(SCC(=O)Nc3ccc(C)c(C)c3)o2)n1	0.6	14.9	-10.4	-4.4	5.8	7.0	-5.4	-1.3
Cn1c(CNC(=O)c2ccc3c(c2)OCO3)nnc1SCC(=O)Nc1ccc(F)cc1F	21.6	0.2	8.7	1.0	4.7	-12.0	3.2	-13.3
Cn1c(=O)c2c(ncn2CC(=O)N/N=C/C=C/c2ccco2)n(C)c1=O	2.7	16.5	15.9	-4.5	-14.4	4.2	-4.1	1.3
CN(C)S(=O)(=O)c1cc(NC(=O)CN2CCOCC2)ccc1Cl	-7.0	-5.3	2.6	2.8	-0.2	-1.6	11.3	8.8
Cc1nnsc1SCCNC(=O)c1ccc(F)cc1	12.8	3.8	4.3	-5.3	-13.8	3.0	-24.1	-15.4
Cc1cccc(CS(=O)(=O)Cc2ccc(C(=O)NC(C)c3ccccc3)o2)c1 (centres undefined)	-4.0	22.8	6.5	6.0	-4.4	8.4	12.1	1.5
Cc1cc(C)c2sc(N(CCN(C)C)C(=O)c3c(F)cccc3F)nc2c1	-20.7	-1.7	0.6	28.1	5.9	3.4	-6.1	0.0
Cc1ccc(NC(=O)c2ccc3c(c2)OCCO3)cc1S(=O)(=O)Nc1cccc(Cl)c1	-24.2	-6.7	-5.2	10.4	1.6	-11.0	-25.6	-58.9
COC(=O)c1cc(OC)nc(OC)c1	-5.0	-5.9	-11.1	-9.6	0.5	-6.0	20.1	15.6
O=C(/C=C/c1ccc([N+](=O)[O-])cc1)c1ccccc(=O)c1O	31.1	x	49.2	6.3	x	21.1	x	x
CCN(CC)CCNC(=O)C1CCN(S(=O)(=O)c2c(C)noc2/C=C/c2ccccc2F)CC1	8.6	9.7	23.1	1.2	9.6	-0.3	-5.0	-19.3
CCN(CC(=O)NCc1ccc(F)cc1)C(=O)COc1ccc2ccccc2c1	-3.1	4.1	-2.0	30.2	7.8	0.2	-1.8	7.5
O=C(CN1C(=O)c2ccccc2C1=O)NCC(=O)Nc1ccccc1	-3.2	x	9.5	-3.5	x	-2.2	x	x
CCOC(=O)C(C)n1nc(C)c2sc3ccccc3c2c1=O (centres undefined)	7.9	3.0	14.5	-4.3	-1.8	2.1	1.3	8.6
COc1cccc(CC(=O)OCC(=O)NC(=O)c2ccc(OC(F)F)cc2)c1	-15.0	-3.3	4.3	-5.6	-5.9	3.6	-9.0	-47.2
O=C(Cc1ccc(F)cc1)Nc1nnc(SCC(=O)NC2CCCC2)s1	0.6	19.5	2.5	-11.4	-12.7	2.3	8.2	9.7
O=C(NNC(=S)Nc1ccc(Br)cc1Cl)c1ccncc1	-7.5	4.8	12.8	-3.9	-3.5	16.0	-6.1	3.5
COc1ccc(C2CC(c3ccc(C(F)(F)F)cc3)=NN2c2ccc(S(N)(=O)=O)cc2)cc1 (centres undefined)	-4.3	x	9.4	7.8	x	-17.9	x	13.9
COc1ccc(OC)c(-c2cc(C(=O)Nc3ccc(F)cc3F)no2)c1	4.5	-15.6	-0.2	-1.1	8.5	-11.0	-5.6	17.2
CC(=O)Nc1ccc2nc(NC(=O)COc3cccc(C)c3)sc2c1	-3.9	-11.3	14.4	0.5	-2.0	11.6	-4.2	10.1
C=CCn1c(N)cc(=O)nc1SC(C)C(=O)Nc1ccc(C(=O)OCC)cc1 (centres undefined)	-2.7	15.2	3.9	-4.7	-2.4	-2.8	0.5	-0.4
CCOc1ccc2nc(NCCNC(=O)C(C)C)c(C)cc2c1	-0.3	-1.9	-16.2	3.2	1.0	-13.5	-9.2	-12.0
CN(CC(=O)Nc1ccccc1Cl)C(=O)CSc1nncs1	-8.0	14.9	7.8	11.0	-0.3	-3.7	5.2	11.8
O=C(c1ccc(OC2CCN(CCc3ccccc3)CC2)cc1)N1CCC[C@H]1CO	18.2	-6.5	4.1	-5.3	3.9	5.3	2.0	21.4
Cc1cc(C)c2c(C)nn(C3CCCCC3)c2n1	2.6	28.0	10.7	-3.2	9.3	0.2	6.7	12.4
COc1ccc(C=Nc2ccc3[nH]ncc3c2)c(O)c1	-13.9	-79.1	-15.4	-22.1	-5.1	-4.1	-19.4	-7.1
CC1CCCCC1NC(=O)COc1ccc(C#N)cc1 (centres undefined)	8.0	-5.9	-8.8	-0.5	6.8	3.7	-6.1	-2.5
N/C(=N\OC(=O)COc1ccc(Cl)cc1Br)c1ccncc1	-109.4	x	6.9	0.4	x	-1.1	x	x
Fc1ccc(Oc2nnnn2-c2ccccc2)cc1	-6.0	8.4	9.5	4.9	6.1	7.0	0.9	24.7
Cc1ccc(NC(=O)COC(=O)Cc2ccsc2)cc1S(=O)(=O)N(C)C	-7.6	4.5	5.0	-10.0	9.6	3.1	3.4	15.9
Cc1ccccc1Cn1nc(C)c(NC(=O)/C=C/c2cnn(C)c2C)c1C	-1.2	-14.6	-7.2	-11.3	-4.1	2.2	-3.3	10.7
Cc1ccc(SC(C)C(=O)NCc2cccnc2)cc1 (centres undefined)	-2.0	3.8	7.3	-5.7	7.3	-2.5	5.6	25.0
COC(=O)C1=C(C)N(c2cccc(C(C)=O)c2)C(=O)C1	2.7	1.2	-1.4	-19.9	-0.1	2.3	8.1	-4.9
Cc1ccc(C(=O)/C=C/C(=O)O)cc1	-16.4	-4.6	-2.9	-10.2	-13.0	-1.2	-1.5	-12.5
CC(C(=O)NC(N)=O)N1C(=O)NC(c2ccccc2)(c2ccccc2)C1=O (centres undefined)	-10.0	13.8	15.7	3.2	7.1	-0.2	16.5	-9.0
CCOC(=O)c1c(NC(=O)CN2CCN(S(=O)(=O)c3cc(Cl)ccc3Cl)CC2)sc(C(=O)N(C)C)c1C	8.2	x	17.9	14.4	x	16.6	x	x
C/C(=N/NC(=O)c1ccco1)c1cccc(NC(=O)c2ccc(C)o2)c1	0.8	6.5	-16.9	-1.1	0.8	-0.9	3.9	2.5
CCOC(=O)C(C(=O)Nc1cccc(C)c1)C1CCCCC1 (centres undefined)	5.2	2.7	6.0	5.1	-2.5	0.4	6.6	-6.5
N#Cc1ccc(C(=O)CN2CCN(c3ccccc3)CC2)cc1	15.2	-2.8	11.5	-7.3	4.7	11.2	9.9	-1.4
CCCCCN1C(=O)/C(=C/c2c(N3CCc4ccccc4C3)nc3ccccn3c2=O)SC1=S	8.0	-4.0	10.5	6.2	-130.7	-2.1	-107.7	-142.4
C=CCC1c2cccc(C(=O)OC)c2C(=O)N1c1ccccc1 (centres undefined)	-1.4	-9.9	14.5	-5.3	7.2	-1.7	-6.2	-3.5
CCC1CCCCN1S(=O)(=O)c1ccc(NC(=O)c2cccs2)cc1 (centres undefined)	8.9	-6.2	17.2	12.1	-2.3	11.2	-0.6	-66.1
O=C(O)c1ccc(CSc2nnc(COc3ccc(Cl)cc3Cl)o2)cc1	-6.0	9.4	11.0	-0.1	-14.6	4.1	-4.2	-41.5
COc1ccccc1OP(=O)(O)Oc1ccccc1OC	17.6	-8.9	-12.7	-3.2	16.8	-2.9	-8.1	10.8
CC(C)(C)NC(=O)CN(C(=O)CS(=O)CC(=O)Nc1ccc(F)cc1)c1ccc2c(c1)OCCO2 (centres undefined)	5.0	-2.5	8.1	-8.8	2.9	-6.5	-4.3	11.5
CC(OC(=O)CCN=C1NS(=O)(=O)c2ccccc21)C(=O)Nc1ccc(F)cc1Cl (centres undefined)	-0.3	-36.6	9.3	-4.4	-0.2	1.0	18.8	6.6
Cc1ccc(CNC(=O)c2csc3c2CCCCC3)cc1	8.4	-8.2	18.6	4.3	-21.8	2.9	0.6	-13.7
O=C(Nc1ccc(Cl)cc1)c1ccc2c(=O)n3c(nc2c1)CCCCC3	-27.7	-70.1	10.8	13.7	8.8	-0.1	-41.6	-1.2
Clc1ccccc1Cn1nnc2ccccc21	-12.0	0.4	2.0	2.3	4.4	2.2	-18.1	15.2

Reformatted: entries from further up.
Values run as follows: Gli-Sufu antag, APJ antag, CCR6 antag, EBI2 block, UBC13 polyUb, CXCR6 inh, Jurkat NFkB inh, 697 NFkB inh
- COc1ccccc1OP(=O)(O)Oc1ccccc1OC
  17.6, -8.9, -12.7, -3.2, 16.8, -2.9, -8.1, 10.8
- CC(C)(C)NC(=O)CN(C(=O)CS(=O)CC(=O)Nc1ccc(F)cc1)c1ccc2c(c1)OCCO2 (centres undefined)
  5.0, -2.5, 8.1, -8.8, 2.9, -6.5, -4.3, 11.5
- CC(OC(=O)CCN=C1NS(=O)(=O)c2ccccc21)C(=O)Nc1ccc(F)cc1Cl (centres undefined)
  -0.3, -36.6, 9.3, -4.4, -0.2, 1.0, 18.8, 6.6

(further entries)
compound	Gli-Sufu antag	APJ antag	CCR6 antag	EBI2 block	UBC13 polyUb	CXCR6 inh	Jurkat NFkB inh	697 NFkB inh
C/C(=N\NC(=O)C(=O)Nc1cc(Cl)ccc1Cl)c1ccncc1	32.7	13.4	3.5	-13.2	5.0	1.0	2.2	1.9
O=C(NCc1csc(-c2cccs2)n1)c1cccc(Cl)c1	3.8	-23.5	15.9	-4.9	-0.2	-9.0	-4.5	-10.1
Cc1cc(C(=O)N2CCN(C/C=C/c3ccccc3)CC2)cs1	7.9	-12.7	3.3	45.8*	5.6	3.6	-4.5	16.3
Cc1nc(NCc2ccco2)c2c(C)c(C)sc2n1	13.6	-11.9	5.7	-0.5	14.0	1.9	70.4*	-281.0
Cn1ccnc1SCC(=O)Nc1ccccc1	4.9	15.8	-8.9	-0.4	3.3	1.6	-4.8	3.2
COC(=O)c1cc(C)sc1NC(=O)C1CC=CCC1C(=O)O (centres undefined)	-3.5	-21.5	-2.8	-23.4	35.0	-8.7	3.1	11.3
O=c1c2ccccc2oc2cc(-c3ccc(CN4CCOCC4)cc3)ccc12	-10.1	-2.1	-13.9	-14.6	25.3	13.9	-151.3	-223.4

Screening data (PubChem BioAssay)
